Screening results from PubChem BioAssay.
TCR activator = T cell receptor activation; primary human leukocytes, anti-CD3, IL-2 HTRF, 48 h; Potency, µM (highest dose often 9.22 µM), inactives show at the highest dose activation of IL-2 secretion, most hits filed as activators; 330,000 tested, under 10 active; further: % of control where 0% means no effect
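Primary human leukocytes receive a-CD3 beads and test compound and are incubated 48 hr. Secreted IL-2 is then assayed by HTRF, measuring 665nm acceptor emission after 320nm excitation of the europium donor.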
A-T KAP1 phos = potential ataxia-telangiectasia treatments restoring KAP-1 phosphorylation; Potency, µM (highest dose often 57.5 µM), for the others: top-dose activation, usual class: activators; 0.19% of 320,000 active; AID 485349; […] A-T fibroblasts, KAP-1 phosphorylation AlphaLISA; neocarzinostatin DNA damage 30 min before lysis; further: potency means the concentration at half of the fitted maximal effect; % of control where 0% means no effect; nearly all actives have a fitted effect of over 45% in size
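hTERT-immortalized A-T patient fibroblasts ([…]), 500 cells/well in OPTI-MEM, 1% FBS, got compounds for 60 min, then NCS for 30 min at 37C. Lysates were then assayed for phospho-KAP-1 by AlphaLISA (anti-pKAP1 donor, anti-KAP1 acceptor beads), 6 hr at 25C.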
Tb PFK inh = blocks T. brucei phosphofructokinase; O15648; T. brucei PFK, ADP-Glo luminescence; Potency, µM (top dose mostly 57.5 µM), inactives show at the highest dose activity, negative = inhibition, hits mostly inhibitors; 0.17% of 330,000 active;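 further: potency means the concentration at half of the fitted maximal effect; 0% = uninhibited 1x PFK enzyme wells and -100% = no-enzyme wells; nearly all actives have a fitted effect of over 60% in size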
Target sequence (O15648 whole entry, looked up): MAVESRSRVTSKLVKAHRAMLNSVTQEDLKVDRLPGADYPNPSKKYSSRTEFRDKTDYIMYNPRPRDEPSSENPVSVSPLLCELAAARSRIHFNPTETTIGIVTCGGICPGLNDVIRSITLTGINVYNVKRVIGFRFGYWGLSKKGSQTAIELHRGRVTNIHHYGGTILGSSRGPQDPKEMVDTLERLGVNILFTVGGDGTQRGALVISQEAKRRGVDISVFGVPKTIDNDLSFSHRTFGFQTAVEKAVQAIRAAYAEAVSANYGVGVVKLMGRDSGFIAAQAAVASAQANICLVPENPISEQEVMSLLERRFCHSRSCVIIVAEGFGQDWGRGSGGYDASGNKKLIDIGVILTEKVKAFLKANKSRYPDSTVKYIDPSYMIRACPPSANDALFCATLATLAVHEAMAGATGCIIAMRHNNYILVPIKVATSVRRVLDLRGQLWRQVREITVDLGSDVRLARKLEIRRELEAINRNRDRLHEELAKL
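1.25 nM PFK with 0.5 mM F6P and 0.1 mM ATP in 0.1 M TEA pH 8.0, 5 mM MgCl2, incubated 45 min at room temperature; ADP measured by ADP-Glo luminescence; compounds titrated up to 57 uM.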
Chronic BCR inh = chronic active BCR signaling inhibition; AID 493014; 0.05% of 340,000 active; ABC-DLBCL IkBa-CBG/CBR reporter, luminescence ratio, 4 h; Potency, µM (top dose mostly 46.1 µM), without a hit: at the highest dose ratio change, negative = lower green/red ratio, actives largely listed as inhibitors; active means well fitted inhibition curve with a large enough effect in the signal ratio, with a control signal flat, not every such curve was filed as active; inconclusive means small, poorly fitted or top-dose-only effect, or effect the other way, or a change in a side signal; the % refers to the signal ratio;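 further: potency means the concentration at half of the fitted maximal effect; plate controls were basal doxycycline-induced cells for no effect and cells given 10 µM MG132 for full effect; MG132 reads +100%, hits lower the ratio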
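TMD8 ABC-DLBCL cells carrying doxycycline-inducible green luciferase fused to IkappaBalpha plus unfused red luciferase were exposed to compounds (up to 46 uM) for 4 hrs at 37C. Activity came from the overlap-corrected green/red luminescence ratio.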
ASM inhibitor = human S-ASM enzyme inhibition; placental ASM, HMU-PC fluorogenic substrate, 60 min; Potency, µM (highest dose often 57.5 µM), for inactives: top-dose activity change, negative = inhibition, most hits filed as inhibitors; 0.006% of 340,000 active; AID 504937; further: potency means the concentration at half of the fitted maximal effect
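Human placenta-derived ASM preincubated with compound 10 min at room temperature, then reacted with 9 uM (final) fluorogenic HMU-PC substrate for 60 min at 37 C. Stop solution raises pH to 10; fluorescence read at Ex 386/Em 447 nm.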
Integrin act MD = activates integrin-mediated alleviation for muscular dystrophy. Potency, µM (series often up to 38.3 µM), without a hit: at the highest dose activation, most hits filed as activators. alpha7betagal myoblasts, beta-gal FDG fluorescence, 48 h. 0.064% of 350,000 active. AID 624291;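 further: potency means the concentration at half of the fitted maximal effect; 100% = response of the positive control SU9516; nearly all actives have a fitted effect of over 60% in size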
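alpha7betagal+/- myoblasts (passage 13, 250/well) treated 48 h at 37C with compounds at 1:260 dilution of DMSO stock. Lysed, then beta-galactosidase activity read as FDG fluorescence (ex 480/em 540) after 30 min, with pre-read for autofluorescence.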
TSHR antag = antagonists of human thyroid stimulating hormone receptor; P16473; TSHR-expressing cells, TSH-stimulated cAMP HTRF, 2 h; stronger effect = lower value; activity change, negative = inhibition, % at 11.5 µM; 0.2% of 330,000 active;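 active means activity change below a set negative limit, meaning inhibition stronger than a set level, cut at about -70% in these data; inconclusive means activity change between two set negative limits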; further: on the % scale 0 is the no-effect control and ±100 the full control effect
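TSHR-expressing cells were treated with compounds, then stimulated with TSH at EC80 (4nM final) for 2 hours at 37 deg C. Cellular cAMP was measured by HTRF competition between lysate cAMP and cAMP-d2 for a cryptate-labelled anti-cAMP antibody.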
TSG101-PTAP inh = blocks PTAP/TSG101 interaction to inhibit HIV-1 budding. Potency, µM (top dose mostly 115 µM), for inactives: top-dose activity change, negative = inhibition, hits mostly inhibitors. 340,000 tested, under 10 active. Fluorescence polarization, FITC-PTAP peptide / Tsg101 binding; active means well fitted inhibition curve with a large enough effect in the main read-out, with a control signal flat, not every such curve was filed as active; inconclusive means small, poorly fitted or top-dose-only effect, or effect the other way, or a change in a side signal; inactive means no such curve, though single readings can be large or run the other way; further: potency means the concentration at half of the fitted maximal effect; % of control where 0% means no effect
Target sequence (Q99816 whole entry, looked up): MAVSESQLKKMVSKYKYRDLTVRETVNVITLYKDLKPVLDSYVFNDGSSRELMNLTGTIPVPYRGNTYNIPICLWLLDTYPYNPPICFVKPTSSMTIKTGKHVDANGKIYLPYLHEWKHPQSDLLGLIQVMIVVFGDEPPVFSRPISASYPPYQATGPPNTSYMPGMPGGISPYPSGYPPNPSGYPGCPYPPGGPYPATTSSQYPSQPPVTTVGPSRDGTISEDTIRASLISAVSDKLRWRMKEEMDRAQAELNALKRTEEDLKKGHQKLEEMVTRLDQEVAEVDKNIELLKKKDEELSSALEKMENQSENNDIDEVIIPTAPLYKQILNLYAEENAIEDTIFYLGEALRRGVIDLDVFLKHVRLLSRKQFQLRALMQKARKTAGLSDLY
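Fluorescence anisotropy tracks displacement of a FITC-tagged PTAP peptide (50 nM) from the Tsg101 binding domain (10 uM), following a 20 min room-temperature incubation at pH 7.5.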
ELG1 DNA repair = inhibitors of ELG1-dependent DNA repair in HEK293T cells; HEK293T ELG1-luciferase reporter, luminescence, 16 h; DNA damage induced by 5-fluorouridine; Potency, µM (series often up to 46.1 µM), inactives show at the top dose activity change, negative = inhibition, actives largely listed as inhibitors; 2.3% of 330,000 active; further: potency means the concentration at half of the fitted maximal effect; on the % scale 0 is the no-effect control and ±100 the full control effect; nearly all actives have a fitted effect of over 55% in size
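Reporter activity after DNA damage by 5-fluorouridine is monitored. Compound-treated cells incubate 16 hr at 37 °C, then ONE-Glo is added for 30 min before luminescence reading.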
Eya2 phos inh = inhibitors of human Eya2 phosphatase activity. recombinant Eya2, OMFP fluorescence dephosphorylation (OMFP is methylfluorescein phosphate). AID 488837. O00167. Potency, µM (series often up to 76.9 µM), for inactives: top-dose activity, negative = inhibition, actives largely listed as inhibitors. 0.006% of 330,000 active; further: potency means the concentration at half of the fitted maximal effect; on the % scale 0 is the no-effect control and ±100 the full control effect
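Eya2 (0.2 uM) preincubated 10 min at ambient with compound, then OMFP substrate added at 50 uM; 10 min reaction in 50 mM HEPES pH 7.5, 50 mM NaCl, 5 uM MgCl2, 0.05% BSA, 1 mM DTT. Fluorescence read at Ex 485/Em 525 nm.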
Mito fusion yeast = mitochondrial division inhibition or fusion activation. 0.23% of 320,000 active. Potency, µM (series often up to 46.1 µM), inactives show top-dose growth rescue (activation), hits mostly activators. S. cerevisiae fusion-defective mutant growth rescue, CellTiterGlo 48 h. AID 485298;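 further: potency means the concentration at half of the fitted maximal effect; % of control where 0% means no effect; nearly all actives have a fitted effect of over 45% in size; temperature-sensitive fusion mutants such as fzo1-1 at 37 °C on non-fermentable ethanol glycerol medium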
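Luminescent cell viability in 1536-well qHTS format served as the measure of rescued growth in ts fusion-mutant S. cerevisiae cultured on non-fermentable YPEG for 48 hours at 37C.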
* hit, by the source's call; ? = inconclusive; nt = no result given; & = joins results of further samples; [ ] = another dose, or the depositor's remark. Unless noted, the call rests on the fitted dose curve; in most records, active means well fitted curve in the direction sought with a large enough effect; inconclusive means small, poorly fitted or top-dose-only effect, or another doubt; inactive means no such curve, though single readings can be large; an effect the other way counts as inactive or inconclusive. Hits appear at their usual frequency. Share with any hit: about 3.2%.

SMILES | TCR activator | A-T KAP1 phos | Tb PFK inh | Chronic BCR inh | ASM inhibitor | Integrin act MD | TSHR antag | TSG101-PTAP inh | ELG1 DNA repair | Eya2 phos inh | Mito fusion yeast
CCN=C1SCC(=O)N1c1ccc(OC)cc1 | -1% | 4% | -6% | 1% | -4% | -20%[7.66 µM] | 0 | -1% | ? | 8% | 4%
COc1ccc(-c2nnc(SCC(=O)NCCC(C)C)nc2-c2ccc(OC)c(OC)c2)cc1OC | -6% | -5% | 1% | -12%&-3% | -5% | -6% | 0 | -3% | ? | 1% | -22%
CC1CC(C)CN(C(=O)C2CCCN(S(=O)(=O)c3cccc4nonc34)C2)C1 (centres undefined) | 0% | nt | nt | nt | -4% | ? | nt | -8% | nt | nt | ?
FCCCOc1ccc(/C=N/OCc2c(Cl)cccc2Cl)cc1 | -2% | -3% | -1% | 3% | 0% | -10% | -9 | 2% | ? | ? | 1%
CC(C)c1nnc(NC(=O)CCC(=O)N2CCN(C3CCCCC3)CC2)s1 | 6% | 4% | 1% | -4% | 0% | 0% | 38 | -8% | 0% | -5% | -5%
c1csc(-c2nn3cnnc3c3ccccc23)c1 | 1% | -7% | -8% | 1% | 2% | 2% | 12 | -3% | 2% | -2% | -12%
COC(=O)[C@]1(C)N[C@H](CN(C)S(=O)(=O)c2ccc(F)cc2)[C@@H]2C(=O)N(C)C(=O)[C@@H]21 | -7% | -6% | -9% | ? | 1% | 3% | 17 | -2% | 25% | 8% | nt
CC(C)(C)c1ccc(C(=O)C2CCCN(C(=O)C3CCOCC3)C2)cc1 (centres undefined) | -1% | -7% | 0% | 12% | -2% | -35% | 19 | 1% | -1% | -7% | 2%
NCCCCCc1cn(CC(=O)NCCCCCCCCCCC(=O)N2CCNCC2)nn1 | 10% | 20% | 7% | 10% | 0% | 38% | 35 | nt | ? | 8% | 4%
N#Cc1c(SCC(N)=O)nc2c(c1-c1ccncc1)CCCC2 | -4% | 3% | -15% | 12% | -2% | -2% | -5 | -2% | -13% | 1% | -2%
COC(=O)CSc1nc2nc(C)c(Br)cc2[nH]1 | -3% | -2% | 2% | 28% | 6% | 38% | 0 | -8% | 6% | -21% | -1%
CCOC(=O)CSc1nc2sc3c(c2c(=O)n1-c1ccc(C)cc1)CCN(C)C3 | -9% | -2% | -1% | -2% | 2% | 15% | -7 | -6% | 7% | 6% | -11%
COCCNC(=S)N(CCO)Cc1cc2cc3c(cc2[nH]c1=O)OCCO3 | -4% | -5% | -13% | -11% | 19% | -21% | -10 | -5% | 5% | -4% | 1%
Cc1cc(C)c(C(=O)COC(=O)Cn2c(C)csc2=O)cc1C | 5% | -6% | 3% | 1% | 0% | 3% | 5 | nt | 3% | -12% | 0%
Cc1c(Cl)c([N+](=O)[O-])nn1CC(=O)N1CCN(Cc2ccccc2)CC1 | 10% | 1% | -1% | -17% | 1% | -20% | 5 | -6% | -2% | -11% | 7%
O=S(=O)(c1cccc(C(F)(F)F)c1)N1CCN(C(=S)NCc2ccco2)CC1 | 1%[46.1 µM] | -12% | -1% | 1% | -5% | -16% | 1 | 0% | -10% | -9% | 0%
Cc1ccc2nc(N3CCN(C(=O)CCC(=O)O)CC3)nc(-c3ccccc3)c2c1 | -6% | 9% | 1% | -8% | 295%[activator] | -6% | -13 | -3% | 0% | 6% | -31%
CCOc1ccc(NC(=O)N2CCN(CC)CC2)cc1 | -5% | 2% | -11% | -2% | 6% | 15% | 5 | -2% | 10% | 3% | -2%
O=S(=O)(c1ccccc1)c1nc(-c2ccccc2)oc1N1CCCC1 | -1% | 0% | 7% | -1% | 9% | -19% | -14 | -1% | 6% | -3% | -2%
CN(C)c1ccc(N=c2sc3ccccc3n2C)cc1 | -5% | 5% | 5% | ? | -1% | -26% | 4 | -5% | ? | -8% | ?
COC(=O)c1cc(-c2ccc(Br)cc2)c2c(=O)n(C)c(=O)n(C)c2n1 | nt | 3% | 3% | 3% | 4% | 35% | 16 | -5% | -2% | 5% | 6%
CCCC[C@@H]1CNCCN1CCc1cccc(F)c1 | 0% | -5% | 1% | -18% | 7% | -4% | 14 | 1% | 23% | 29% | -9%
Cc1cccc(C)c1NC(=O)NN1C(C)CCCC1C (centres undefined) | -8% | 5% | 1% | 1% | -1% | -35%[inhibitor] | -5 | 0% | -7% | -5% | 3%
Cc1nc(NS(=O)(=O)c2ccccc2)sc1NC(=O)Nc1ccc(Cl)cc1 | 2% | -1% | -20% | 9% | -2% | -55%[inhibitor] | 11 | -4% | 0% | -23% | 3%
CCCN1C(=O)c2cc(C(=O)NC3CCCC3)ccc2C1O (centres undefined) | 3% | 2% | 1% | 0% | -2% | 0% | -1 | -11% | 13% | 9% | 1%
Cc1cc(C)n2nc(SCC(=O)N3CCC(C)CC3)nc2n1 | 1% | ? | 3% | 0% | 1% | 1% | 3 | -1% | 0% | 3% | nt
CC(C)(C)C1CCc2c(C(=O)NNC(=O)CCCC(=O)O)csc2C1 (centres undefined) | -1%[46.1 µM] | 0% | 0% | 6% | 4% | 15% | -4 | -1% | -8% | 3% | -11%
CCOC(=O)C1(Cc2ccccc2C)CCCN(C(=O)CN2CCCCC2=O)C1 (centres undefined) | -7% | -4% | 5% | -1% | 3% | 12% | -3 | -7% | 20% | 7% | 5%
Cc1cc(C)c[n+](CC(=O)c2ccc(-c3ccccc3)cc2)c1 | 4%[46.1 µM] | 9% | -4% | ? | 5% | -29% | 36 | -7% | ? | 7% | -8%
COc1ccc(C(=O)NCC(=O)NCC(=O)OCc2ccc(Br)cc2)cc1 | -8% | 5% | -1% | ? | 4% | 28% | -5 | 1% | 20% | 0% | 0%
CN(C(=O)Cn1c(Cl)nc2c1c(=O)n(C)c(=O)n2C)C1CCS(=O)(=O)C1 (centres undefined) | -3% | -2% | 15% | 4% | 10% | 37% | 4 | -2% | 9% | 6% | -1%
C=CCn1c(SCC(=O)c2cc(C)n(CCOC)c2C)nc2sc(C)c(C)c2c1=O | 1% | ? | 1% | 6% | -3% | -17% | -47 | 0% | 11% | 4% | -1%
COc1ccc(C2(CNC(=O)c3ccc(OC)c([N+](=O)[O-])c3)CCCCC2)cc1OC | 1%[46.1 µM] | -12% | 0% | -10% | -8% | 3% | -6 | -1% | 15µM* | -5% | 4%
CCOC(=O)C1Oc2ccccc2C(c2ccc(F)cc2)=C1C(=O)OC (centres undefined) | 0%[46.1 µM] | 13% | 10% | -1% | -4% | -4% | 7 | -2% | 11% | -9% | nt
CC(=O)Nc1ccc2c(c1)nc1n2CCSC1 | nt | nt | 2% | -14% | 8% | 2% | 8 | -6% | ? | 8% | 0%
On1cnnc1-c1ccccc1 | 9% | 0% | 5% | 0% | 3% | 16% | 32 | -4% | ? | -4% | -1%

Gathered by group: the entries above with two or more sulfur atoms (4)
SMILES | TCR activator | A-T KAP1 phos | Tb PFK inh | Chronic BCR inh | ASM inhibitor | Integrin act MD | TSHR antag | TSG101-PTAP inh | ELG1 DNA repair | Eya2 phos inh | Mito fusion yeast
CCOC(=O)CSc1nc2sc3c(c2c(=O)n1-c1ccc(C)cc1)CCN(C)C3 | -9% | -2% | -1% | -2% | 2% | 15% | -7 | -6% | 7% | 6% | -11%
O=S(=O)(c1cccc(C(F)(F)F)c1)N1CCN(C(=S)NCc2ccco2)CC1 | 1%[46.1 µM] | -12% | -1% | 1% | -5% | -16% | 1 | 0% | -10% | -9% | 0%
Cc1nc(NS(=O)(=O)c2ccccc2)sc1NC(=O)Nc1ccc(Cl)cc1 | 2% | -1% | -20% | 9% | -2% | -55%[inhibitor] | 11 | -4% | 0% | -23% | 3%
C=CCn1c(SCC(=O)c2cc(C)n(CCOC)c2C)nc2sc(C)c(C)c2c1=O | 1% | ? | 1% | 6% | -3% | -17% | -47 | 0% | 11% | 4% | -1%
